FEN1 inh – blocks human flap endonuclease 1 | P39748 | Recombinant FEN1 flap cleavage, fluorescence, 15 min | Potency, µM (doses to about 114 µM), without a hit: at the top dose activity change, negative = inhibition, most hits filed as inhibitors | actives 0.35% (n = 390,000) | AID 588795; also: nearly all actives have a fitted effect of over 65% in size
Target sequence (P39748 whole entry, looked up): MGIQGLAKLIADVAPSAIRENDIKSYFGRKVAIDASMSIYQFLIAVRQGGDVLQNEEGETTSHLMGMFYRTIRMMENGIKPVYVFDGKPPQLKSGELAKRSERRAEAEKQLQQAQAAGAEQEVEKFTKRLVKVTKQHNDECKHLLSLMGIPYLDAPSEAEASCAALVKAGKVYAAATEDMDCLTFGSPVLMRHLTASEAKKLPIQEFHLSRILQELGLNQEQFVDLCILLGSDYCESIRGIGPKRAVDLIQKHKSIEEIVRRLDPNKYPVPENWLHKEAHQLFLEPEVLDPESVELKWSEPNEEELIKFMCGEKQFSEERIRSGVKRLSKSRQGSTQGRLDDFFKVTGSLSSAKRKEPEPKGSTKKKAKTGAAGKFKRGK
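Steps: FEN1 (10 nM) dispensed; compound added by pin tool; 15 min at room temperature; substrate added to 50 nM final; reads at 0 min and 15 min; data normalized and fitted (four-parameter Hill).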
DT40 TDP1 CPT – DT40-hTDP1 cell growth loss with CPT; Potency, µM (series often up to 46.2 µM), for the others: top-dose activity change, negative = growth inhibition, actives largely listed as inhibitors; chicken DT40 Tdp1-/-;hTDP1 cells + 20 nM CPT, ATP luminescence, 48 h; actives 12% (n = 420,000); also: nearly all actives have a fitted effect of over 55% in size
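Cell growth measured by CellTiter-Glo luminescence after a minimum 48 h, 37 C compound exposure with 20 nM CPT in Tdp1-knockout DT40 cells stably expressing hTDP1, seeded 400/well; qHTS titration format.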
N370S GC – N370S glucocerebrosidase modulation, Gaucher chaperone candidate | actives 0.092% (n = 330,000) | N370S GC spleen homogenate, 4MU-glucoside fluorescence | P04062 | AID 2101 | Potency, µM (doses to about 59.4 µM), for the others: top-dose activity change, negative = inhibition, actives largely listed as inhibitors;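 also: 0% = full enzyme activity and -100% = no enzyme basal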
* marks the source's active call; other numbers are inactive results; ? = inconclusive; . = not tested or not shown; & = joins results of further samples. Calls follow the shape of the dose curve; as a rule, active = well fitted curve in the direction sought with a large enough effect; inconclusive = small, poorly fitted or top-dose-only effect, or another doubt; inactive = no such curve, though single readings can be large; an effect the other way counts as inactive or inconclusive. Unless noted, % is scaled to controls: 0 for no effect and ±100 for the full control effect; potency is read from the fitted curve at half-maximal effect. The list is partial; the hit share may differ from the screen's.

The line under a structure holds: N370S GC	DT40 TDP1 CPT	FEN1 inh
- Cc1ccc([N+](=O)[O-])cc1S(=O)(=O)N1CCCCC1C(=O)O (configuration not stated)
    8%	1%	1%
- COc1ccccc1C1N(c2cc(Cl)ccc2OC)C(=O)C2CCCN21 (configuration not stated)
    -4%	-13%	20%
- CSCCC(NC(=O)c1ccc(Cl)cc1Cl)C(=O)NNC(=O)c1ccncc1 (configuration not stated)
    .	-8%	0%
- COC(=O)N1CCC2(CCCN(c3ccncc3)C2)CC1
    3%	?	.
- c1ccc2c(Cc3c[nH]c4ccccc34)c[nH]c2c1
    0%&-11%&6%&-16%	-2%	.
- COc1ccc(Cl)c2sc(N(Cc3cccnc3)C(C)=O)nc12
    -6%	-13%	14%
- CNc1[nH]c(=O)[nH]c(=O)c1N=Nc1cc(Cl)ccc1Cl
    .	-14%	1%
- N#C/C(=C\c1ccc(OCc2cccc(C(=O)O)c2)cc1)C(=O)NCc1ccco1
    4%	-19%	-4%
- O=C1c2nccnc2C(=O)N1c1ccc(C(F)(F)F)cc1
    -4%	3%	-4%
- Cn1c(=O)c2c(ncn2CC(=O)N2CCCc3ccccc32)n(C)c1=O
    -5%	-9%	0%
- CCOc1ccc(S(=O)(=O)N2CCC(C(=O)NCCc3ccc(OC)c(OC)c3)CC2)cc1
    -2%	-24%	18%
- CCOc1ccc2nc(COC(=O)c3cccc([N+](=O)[O-])c3)c(C(C)=O)[n+]([O-])c2c1
    4%	5%	-2%
- c1ccc(-n2nnnc2SCc2cn3cccnc3n2)cc1
    3%	0%	-2%
- CCOC(=O)c1ccc(NC(=O)CCNc2c(N3CCCC3)c(=O)c2=O)cc1
    7%	-20%	-1%
- COc1ccccc1CN(Cc1ccco1)c1cnc(S(C)(=O)=O)nc1C(=O)Nc1cc(C)ccc1C
    .	?	-10%
- CCC(=O)N1CCc2cc(Br)cc(S(=O)(=O)CCC(=O)N3CCN(c4cccc(C)c4)C(C)C3)c21 (configuration not stated)
    .	?	10%
- COc1ccccc1-c1c(C)nn2c(N3CCC(C)CC3)cc(C)nc12
    -8%	0%	1%
- OC(COCc1ccco1)CN1CCN(C(c2ccccc2)c2ccccc2)CC1 (configuration not stated)
    -1%	?	1%
- COc1ccccc1N1CCN(C2CCCN(C(=O)c3cccc(-c4ccco4)c3)C2)CC1 (configuration not stated)
    -9%	?	-4%
- COc1ccc(NC2CCCN(C(=O)c3ccc(OC)o3)C2)cc1 (configuration not stated)
    0%	15%	-10%
- O=C(Nc1cc(Cl)ccc1Cl)c1noc2c1CCCC2
    15%	-14%	22%
- OCCC1CN(Cc2ccon2)CCN1CCc1ccccc1 (configuration not stated)
    -1%	-2%	5%
- Nc1ccc(SCc2nc3cccc4c3n2CCC4)cc1
    -9%	-5%	13%
- Cc1cccc(NC(c2cccc(Cl)c2)c2ccc3cccnc3c2O)n1 (configuration not stated)
    .	5.2µM*	6%
- Cc1ccc(-c2cc(N)on2)cc1
    -16%	12%	9%
- COc1ccc(Cl)cc1NC(=O)c1cc(=O)c2cc(C)cc(C)c2o1
    .	3%	-2%
- CSc1nsc(N/N=C/c2ccccc2)c1C#N
    -10%	7%	-13%
- CSc1nc2ccc3nc(NC(=O)C4COc5ccccc5O4)sc3c2s1 (configuration not stated)
    -9%	?	-18%
- CCn1c(=S)sc2c(=O)n(CC(=O)Nc3ccc(C(C)=O)cc3)c(C)nc21
    -4%	-26%	9%
- CSc1nc2sc3c(c2c(=O)n1-c1ccc(C)cc1)CCCC3
    .	?	-9%
- O=C(NCCCNC(=O)c1cnccn1)c1cccc(F)c1
    -1%	5%	-12%
- CC1CCN(Cc2c(O)ccc3c(=O)c(-c4cccc(Cl)c4)c(C(F)(F)F)oc23)CC1
    .	1%	0%
- Cc1ccc(OCc2cc(C(=O)NCc3ccc(OC(F)(F)F)cc3)no2)cn1
    -3%	?	-18%
- CCCN1CNc2c(c(=O)[nH]c(=S)n2CCc2ccc(OC)c(OC)c2)C1
    -17%	3%&-23%	-13%&6%
- Cn1nc(C(=O)NCCCN2CCCCC2)c2c1-c1ccccc1S(=O)(=O)C2
    -1%	9%	-15%
- COc1ccc(Nc2c(-c3ccc(OC)cc3)nc3cnccn23)cc1
    5%	?	?
- CN(C)S(=O)(=O)c1ccc(Cl)c(C(=O)Nc2nc3ccccc3[nH]2)c1
    -23%	-24%	-16%
- O=C(NCc1cccs1)c1noc2c1CCCCC2
    9%	-2%	-2%
- COc1ccc(NC(=O)CS(=O)(=O)c2cn(CC(=O)N(C(C)C)C(C)C)c3ccccc23)c(OC)c1
    -8%	-14%	0%
- COc1cccc(C2Nc3ccccc3C(=O)N2O)c1O (configuration not stated)
    1%	-3%	-8%
- CCOC(=O)C1(Cc2ccccc2C(F)(F)F)CCN(Cc2ccon2)CC1
    -13%	?	11%
- C#CCOCCOCCOCCNc1nc(N2CCN(C(=O)[C@H]([C@@H](C)CC)n3cc([C@@H](N)CC(C)C)nn3)CC2)nc(N2CCN(C(=O)[C@H](CCCCN)n3cc([C@@H](N)C(C)CC)nn3)CC2)n1 (some centres not stated)
    -1%	-1%	-2%
- CC(C)CC(NC(=O)C1CCCN1C(=O)OC(C)(C)C)C(=O)NCC(N)=O (configuration not stated)
    -2%	0%	17%
- COc1ccc(-c2csc(N(Cc3ccccc3)C(=O)COc3ccc(Cl)cc3)n2)cc1
    -21%	21µM*	-11%
- N#C/C(=C\c1ccco1)C(=O)NCc1ccccc1
    -4%	-4%	11%
- Cc1cccc(CC2(O)C(=O)Nc3ccccc32)n1 (configuration not stated)
    .	-20%	1%
- Cc1ccccc1NC(=O)C(c1ccccc1)C1CCCC1 (configuration not stated)
    6%	?	11%
- COC1=NC(=C(c2ccccc2)c2ccccc2)OC1=O
    .	-24%	-6%
- Cc1cccc(NC(=O)Nc2cccc(C#N)c2)n1
    23%	-14%	-1%
- CCCC(c1nnnn1C(C)(C)C)N1CCN(C(=O)c2ccco2)CC1 (configuration not stated)
    -13%	14%	-9%
- CN1CCN(/C=C2\SC(=S)NC2=O)CC1
    -11%	1%	-1%
- COC1=C(Nc2ccccc2)C(=O)C(OC)=C(Nc2ccccc2)C1=O
    .	-12%	1%
- COc1ccc(NS(=O)(=O)c2cn(C)c(=O)n(C)c2=O)c(OC)c1
    -1%	0%	22%
- CC(=O)N1CCN(c2ccccc2NC(=O)COc2cc(C)cc(C)c2)CC1
    -9%	0%	-2%
- COCCn1c(SCC(=O)Nc2ccc(C(C)=O)cc2)nnc1-c1ccco1
    -12%	-1%	1%
- COCCN(Cc1nnc(-c2cccs2)o1)C(=O)CN1C(=O)NC2(CCCCC2)C1=O
    .	0%	12%
- COc1cccc(C(=O)NCC(=O)N2CCN(c3ccc(C(F)(F)F)cn3)CC2)c1
    -4%	7.3µM*	0%
- Cc1ccc(/C=C2/C(=O)N(c3ccccc3)C(=S)N2C)o1
    9%	?	-2%
- CC(/C=C1\N=C(SCc2ccccc2)SC1=O)=C\c1ccccc1
    8%	-9%	-1%
- Cc1ccccc1CS(=O)(=O)CCC(=O)NCCCN1CCOCC1
    0%	11%	1%

Other records:
The line under a structure holds: N370S GC	DT40 TDP1 CPT	FEN1 inh
- COc1cccc(CNC(=O)c2oc3c(c2C)-c2nn(Cc4cccc(Cl)c4)cc2CC3)c1
    .	?	?
- Cc1nc(-c2ccccc2)sc1-c1ccn[nH]1
    2%	-24%	-21%
- CCCN(CC(=O)Nc1ccccc1OC)C(=O)Cc1ccccc1F
    -12%	-17%	11%
- COc1ccc(CNCCC2(C(C)C)CCOC(C)(C)C2)cc1 (configuration not stated)
    5%	-16%	-2%
- CC1CC(Nc2ccccc2)c2ccccc2N1C(=O)c1ccccc1F (configuration not stated)
    -3%	1.8µM*	-6%
- Cc1cccc(C(=O)N2CCc3cc(-c4csc(NC(=O)CN5CCCC5)n4)ccc32)c1
    0%	?	-2%
- CC(C)(C(=O)c1ccccc1)/[N+]([O-])=C/c1ccc(Br)cc1
    .	-26%	-14%
- O=C1NC[C@@H](Cc2ccc(O)cc2)N(CC2CCCCC2)C1=O
    ?	5%	19%
- Cc1ccc(CNC(=O)c2ccc(CNc3c(N4CCCC4)c(=O)c3=O)cc2)cc1
    -3%	-8%	20%
- Cc1cccc(N2C(=O)/C(=C\c3ccc(C(=O)O)cc3)c3ccccc3C2=O)c1
    1%	18µM*	-1%
- O=C(CCCN1C(=O)/C(=C/c2cccs2)SC1=S)NNC(=O)c1ccc(F)cc1
    2%	26µM*	21%
- CCCCc1ccc(/C=C2/C(=O)ON=C2c2ccccc2)s1
    2%	-16%	-10%
- CCOc1cc(CNC(=O)c2ccc3c(c2)N(C)C(=O)C2CCCCN32)ccc1OC (configuration not stated)
    .	?	12%
- Cc1ccccc1CNS(=O)(=O)c1ccccc1[N+](=O)[O-]
    -16%	15%	0%
- Nc1ccc(-c2n[nH]c(=O)c3ccccc23)cc1N
    -11%	0.46µM*	-3%
- O=C(O)COCC(=O)N1CCN(C2c3ccccc3-c3ccccc32)CC1
    -15%	-10%	-4%
- CCNC(=S)NNC(=O)c1cc(C2CC2)nc2ccccc12
    2%	?	1%
- CC(C(=O)Nc1ccc(Cl)cc1)c1ncc(C(F)(F)F)cc1Cl (configuration not stated)
    24%	?	-2%
- COc1ccnc(NCc2cccnc2)c1C#N
    4%	3%	-2%
- CCOC(=O)c1cn(-c2ccc([N+](=O)[O-])cc2)c2cc(Cl)c([N+](=O)[O-])cc2c1=O
    2%	8%	-3%
- Cc1ccc(/C=C(\C#N)C(=O)NCC2CCCO2)o1 (configuration not stated)
    -8%	1%	-12%
- O=C(NCC1CCCCC1)c1cccc(S(=O)(=O)N2CCCC2)c1
    .	-6%	-1%
- CC(C)c1ccc(NC(=O)COc2ccc(C3SCCS3)cc2)cc1
    11%	?	-1%
- COc1ccc(CCNC(=O)c2ccc3c(c2)NC(=O)C(N2CCOCC2)S3)cc1OC (configuration not stated)
    9%	?	-3%
- Cc1nn(S(=O)(=O)c2ccc(F)cc2)c(C)c1S(=O)(=O)N1CCOCC1
    -10%	-1%	-3%
- O=C(NCC1COc2ccccc2O1)C1CCN(S(=O)(=O)c2ccccc2)CC1 (configuration not stated)
    .	-21%	-1%
- CCC(CC)NC(=O)c1cc([N+](=O)[O-])ccc1N1CCOCC1
    8%	4%	1%
- CSc1nc(N)nc(C(C)C)n1
    1%	-23%	-3%
- CC(C)c1ccc(Nc2cc(C(=O)NC3CCCCC3)c3ccccc3n2)cc1
    .	10µM*	-4%
- COc1ccccc1N1CCN(CCN2C(=O)C3CCCCN3C2=O)CC1 (configuration not stated)
    -1%	1%	5%
- CCn1c(C(=O)Nc2cc(C)cc(C)c2)cc2sc(Cl)cc21
    .	?	13%

A draw from above in order of molecular weight, highest first:
The line under a structure holds: N370S GC	DT40 TDP1 CPT	FEN1 inh
- COc1ccc(CCNC(=O)c2ccc3c(c2)NC(=O)C(N2CCOCC2)S3)cc1OC (configuration not stated)
    9%	?	-3%
- CCOc1cc(CNC(=O)c2ccc3c(c2)N(C)C(=O)C2CCCCN32)ccc1OC (configuration not stated)
    .	?	12%
- CCOC(=O)c1cn(-c2ccc([N+](=O)[O-])cc2)c2cc(Cl)c([N+](=O)[O-])cc2c1=O
    2%	8%	-3%
- O=C(NCC1COc2ccccc2O1)C1CCN(S(=O)(=O)c2ccccc2)CC1 (configuration not stated)
    .	-21%	-1%
- Cc1nn(S(=O)(=O)c2ccc(F)cc2)c(C)c1S(=O)(=O)N1CCOCC1
    -10%	-1%	-3%
- CC(C)c1ccc(Nc2cc(C(=O)NC3CCCCC3)c3ccccc3n2)cc1
    .	10µM*	-4%
- CC(C)c1ccc(NC(=O)COc2ccc(C3SCCS3)cc2)cc1
    11%	?	-1%
- COc1ccccc1N1CCN(CCN2C(=O)C3CCCCN3C2=O)CC1 (configuration not stated)
    -1%	1%	5%
- O=C(O)COCC(=O)N1CCN(C2c3ccccc3-c3ccccc32)CC1
    -15%	-10%	-4%
- CC(C(=O)Nc1ccc(Cl)cc1)c1ncc(C(F)(F)F)cc1Cl (configuration not stated)
    24%	?	-2%
- CCn1c(C(=O)Nc2cc(C)cc(C)c2)cc2sc(Cl)cc21
    .	?	13%
- CCC(CC)NC(=O)c1cc([N+](=O)[O-])ccc1N1CCOCC1
    8%	4%	1%
- CCNC(=S)NNC(=O)c1cc(C2CC2)nc2ccccc12
    2%	?	1%
- Cc1ccccc1CNS(=O)(=O)c1ccccc1[N+](=O)[O-]
    -16%	15%	0%
- Cc1ccc(/C=C(\C#N)C(=O)NCC2CCCO2)o1 (configuration not stated)
    -8%	1%	-12%
- Nc1ccc(-c2n[nH]c(=O)c3ccccc23)cc1N
    -11%	0.46µM*	-3%
- COc1ccnc(NCc2cccnc2)c1C#N
    4%	3%	-2%

High-throughput results: PubChem, National Center for Advancing Translational Sciences (NCATS)
